# Compound activity deposited in PubChem BioAssay by National Center for Advancing Translational Sciences (NCATS).
# POLK inh: qHTS for Inhibitors of Polymerase Kappa | DNA polymerase kappa (Homo sapiens), Q9UBT6 | purified Pol kappa, fluorescent DNA synthesis assay, 10 min | Potency, µM (highest dose often 107 µM), for the others: at the top dose activity, negative = inhibition, most hits filed as inhibitors | 0.53% of 400,000 active | AID 588579, 2011; further: on the % scale 0 is the no-effect control and ±100 the full control effect
#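 Fluorescent qHTS in 1536-well format: enzyme (10 nM) and compound sat 15 min at room temperature before 50 nM substrate (final) was added. Signal taken at 0 and 10 min; no-enzyme buffer wells were negative controls.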
# Pol eta inh: qHTS for Inhibitors of Polymerase Eta; DNA polymerase eta (Homo sapiens), Q9Y253; recombinant Pol eta, fluorescent DNA replication assay; Potency, µM (highest dose often 114 µM), for inactives: top-dose activity change, negative = inhibition, actives largely listed as inhibitors; 1.2% of 390,000 active; further: on the % scale 0 is the no-effect control and ±100 the full control effect
#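 Pol eta at 10 nM preincubated with compounds 15 min at room temperature; reaction started with fluorescent substrate (50 nM final) and read kinetically at 0 and 10 min.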
# G9a block: qHTS Assay for Inhibitors of Histone Lysine Methyltransferase G9a; Histone-lysine N-methyltransferase EHMT2 (Homo sapiens), Q96KQ7; G9a H3K9 monomethylation, AlphaScreen, 2 h; Potency, µM (series often up to 102 µM), without a hit: top-dose activity, negative = inhibition, actives largely listed as inhibitors; 8.8% of 350,000 active; AID 504332, 2011; further: on the % scale 0 is the no-effect control and ±100 the full control effect; nearly all actives have a fitted effect of over 75% in size
#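 G9a (20 nM) preincubated 15 min RT with compounds, then 500 nM biotinylated H3K9 peptide and 20 uM SAM added; 2 h RT reaction. Monomethyl-H3K9 product detected by AlphaScreen with anti-H3K9me1 antibody, streptavidin donor and anti-rabbit IgG acceptor beads.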
# POLB inh: qHTS Assay for Inhibitors of DNA Polymerase Beta. 1.3% of 340,000 active. AID 485314, 2010. Potency, µM (highest dose often 114 µM), for the others: at the top dose activity change, negative = inhibition, hits mostly inhibitors. Pol beta primer extension/strand displacement, fluorescence kinetic; further: on the % scale 0 is the no-effect control and ±100 the full control effect
#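 Pol beta (10 nM) and compounds were preincubated 15 min at room temperature, then 50 nM substrate (final) started primer extension/strand displacement. Reads were taken at 0 and 10 min; concentration-response data were fitted to a four-parameter Hill equation.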
# BAZ2B block: qHTS Assay for Inhibitors of BAZ2B; AlphaScreen BAZ2B-H3K14Ac peptide displacement; Potency, µM (highest dose often 114 µM), without a hit: top-dose activity change, negative = inhibition, most hits filed as inhibitors; 4.4% of 360,000 active; AID 504333, 2011; further: on the % scale 0 is the no-effect control and ±100 the full control effect; nearly all actives have a fitted effect of over 60% in size
# Target sequence (Q9UIF8 whole entry, looked up): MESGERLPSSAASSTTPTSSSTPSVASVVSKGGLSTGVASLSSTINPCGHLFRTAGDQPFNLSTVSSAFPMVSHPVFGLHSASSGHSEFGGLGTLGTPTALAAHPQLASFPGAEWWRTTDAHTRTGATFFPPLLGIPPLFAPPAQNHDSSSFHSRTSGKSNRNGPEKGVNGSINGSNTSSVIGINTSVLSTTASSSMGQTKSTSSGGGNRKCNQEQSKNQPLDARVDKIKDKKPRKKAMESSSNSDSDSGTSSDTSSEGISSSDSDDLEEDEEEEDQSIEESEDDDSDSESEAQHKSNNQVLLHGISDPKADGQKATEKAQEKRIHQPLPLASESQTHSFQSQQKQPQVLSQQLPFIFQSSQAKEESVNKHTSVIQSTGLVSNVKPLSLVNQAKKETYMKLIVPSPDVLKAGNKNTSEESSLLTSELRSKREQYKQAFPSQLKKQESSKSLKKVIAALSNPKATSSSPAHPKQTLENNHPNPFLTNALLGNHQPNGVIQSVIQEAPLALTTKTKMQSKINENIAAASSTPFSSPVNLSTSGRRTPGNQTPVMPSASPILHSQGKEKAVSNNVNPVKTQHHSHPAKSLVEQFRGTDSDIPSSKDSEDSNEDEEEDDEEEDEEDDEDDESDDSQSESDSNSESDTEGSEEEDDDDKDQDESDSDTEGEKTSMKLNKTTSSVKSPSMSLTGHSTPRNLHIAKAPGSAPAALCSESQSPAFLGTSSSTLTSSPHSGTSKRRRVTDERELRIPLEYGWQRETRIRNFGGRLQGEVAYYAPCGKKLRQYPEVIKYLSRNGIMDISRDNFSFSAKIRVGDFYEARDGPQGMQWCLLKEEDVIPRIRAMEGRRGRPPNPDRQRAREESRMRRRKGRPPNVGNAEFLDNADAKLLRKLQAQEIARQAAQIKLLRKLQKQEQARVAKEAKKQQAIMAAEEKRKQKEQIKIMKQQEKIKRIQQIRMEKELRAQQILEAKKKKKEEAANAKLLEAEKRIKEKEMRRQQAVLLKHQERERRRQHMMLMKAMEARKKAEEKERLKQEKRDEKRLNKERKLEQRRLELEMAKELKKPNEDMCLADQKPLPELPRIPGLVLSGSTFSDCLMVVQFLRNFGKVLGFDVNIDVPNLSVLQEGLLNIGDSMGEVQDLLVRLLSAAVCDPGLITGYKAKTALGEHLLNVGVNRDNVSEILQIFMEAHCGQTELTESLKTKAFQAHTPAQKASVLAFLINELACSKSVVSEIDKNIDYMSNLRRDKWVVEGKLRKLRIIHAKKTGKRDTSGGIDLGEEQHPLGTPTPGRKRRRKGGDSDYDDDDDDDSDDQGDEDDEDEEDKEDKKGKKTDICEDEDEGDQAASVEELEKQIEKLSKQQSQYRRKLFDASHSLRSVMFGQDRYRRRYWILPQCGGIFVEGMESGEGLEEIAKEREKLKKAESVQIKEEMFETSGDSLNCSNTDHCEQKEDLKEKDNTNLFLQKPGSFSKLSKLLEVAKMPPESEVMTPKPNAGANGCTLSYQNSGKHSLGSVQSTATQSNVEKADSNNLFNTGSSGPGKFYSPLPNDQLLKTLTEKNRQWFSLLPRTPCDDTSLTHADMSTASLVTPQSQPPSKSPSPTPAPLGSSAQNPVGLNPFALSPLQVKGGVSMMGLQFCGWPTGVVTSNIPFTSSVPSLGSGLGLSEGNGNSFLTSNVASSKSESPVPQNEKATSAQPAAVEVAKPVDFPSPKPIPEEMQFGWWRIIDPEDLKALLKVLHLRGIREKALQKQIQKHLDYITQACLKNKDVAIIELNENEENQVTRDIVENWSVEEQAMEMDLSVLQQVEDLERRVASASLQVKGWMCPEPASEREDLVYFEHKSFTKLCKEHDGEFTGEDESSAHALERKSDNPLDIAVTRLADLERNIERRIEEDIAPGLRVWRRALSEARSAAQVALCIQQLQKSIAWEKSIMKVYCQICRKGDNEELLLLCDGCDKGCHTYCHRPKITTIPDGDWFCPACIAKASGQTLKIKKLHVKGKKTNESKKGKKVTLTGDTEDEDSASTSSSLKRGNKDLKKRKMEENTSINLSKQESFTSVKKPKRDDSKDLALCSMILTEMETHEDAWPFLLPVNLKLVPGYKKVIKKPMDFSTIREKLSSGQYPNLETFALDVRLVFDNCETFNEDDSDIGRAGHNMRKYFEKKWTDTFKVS
#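 Complex of BAZ2B and biotin-H3K14Ac (50 nM apiece) forms over 30 min at RT, then faces library compounds up to 110 uM for another 30 min; AlphaScreen beads added, 20 min dark incubation, luminescence read.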
# BLM helicase inh: qHTS Assay for Inhibitors of Bloom's syndrome helicase (BLM) | RecQ-like DNA helicase BLM (Homo sapiens), P54132 | recombinant BLM DNA unwinding, fluorescence dequenching | Potency, µM (top dose mostly 56.1 µM), without a hit: top-dose activity change, negative = inhibition, most hits filed as inhibitors | 0.2% of 350,000 active;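 further: plate controls were vehicle for no effect and no enzyme for full effect; nearly all actives have a fitted effect of over 35% in size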
# Pol iota inh: qHTS for Inhibitors of Polymerase Iota; 1% of 390,000 active; Potency, µM (doses to about 115 µM), for inactives: at the top dose activity, negative = inhibition, hits mostly inhibitors; DNA polymerase iota (Homo sapiens), Q9UNA4; Pol iota fluorescent replication assay, 10 min; AID 588590, 2011
#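 Pol iota at 10 nM preincubated 15 min with compounds at room temperature; reaction started with fluorescent substrate, 50 nM final. Fluorescence read kinetically at 0 and 10 min; buffer-only wells as negative control.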
# APEX1 inh: qHTS Assay for Inhibitors of the Human Apurinic/apyrimidinic Endonuclease 1 (APE1) | DNA repair nuclease/redox regulator APEX1 (Homo sapiens), P27695 | AID 2517, 2012 | Potency, µM (doses to about 65.8 µM), for the others: at the top dose activity change, negative = inhibition, actives largely listed as inhibitors | recombinant APE1, TAMRA/BHQ-2 abasic DNA cleavage fluorescence | 0.35% of 350,000 active;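 further: plate controls were vehicle for no effect and reference inhibitor for full effect; nearly all actives have a fitted effect of over 55% in size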
#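 Step 1: APE1 (0.75 nM) with compound, 15 min RT. Step 2: add 50 nM fluorophore/quencher THF duplex. Step 3: three fluorescence reads 60 s apart (525/598 nm); read 3 minus read 1 = reaction progress.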
# JMJD2A Tudor inh: qHTS Assay for Inhibitors of JMJD2A-Tudor Domain | AlphaScreen JMJD2A-Tudor / H3K4me3 peptide binding | Potency, µM (series often up to 114 µM), inactives show at the top dose activity change, negative = inhibition, most hits filed as inhibitors | 4.4% of 390,000 active; further: on the % scale 0 is the no-effect control and ±100 the full control effect; nearly all actives have a fitted effect of over 50% in size
# Active calls of the source: *; ? = inconclusive; . = no result given; [ ] = another dose, or the depositor's remark. The call rests on the fitted dose curve; in most records, active means well fitted curve in the direction sought with a large enough effect; inconclusive means small, poorly fitted or top-dose-only effect, or another doubt; inactive means no such curve, though single readings can be large; an effect the other way counts as inactive or inconclusive. Potency means the concentration at half of the fitted maximal effect.
Structure,POLB inh,BAZ2B block,BLM helicase inh,JMJD2A Tudor inh,Pol iota inh,POLK inh,APEX1 inh,Pol eta inh,G9a block
CCCn1c(NCc2ccc3c(c2)OCO3)nc2ccccc21,3%,-29%,2%,-13%,-15%,-5%,2%,-9%,-23%[59 µM]
CC(C)n1c(SCC(=O)Nc2nc3ccccc3s2)nc2c1c(=O)n(C)c(=O)n2C,.,.,.,-12%,64%[activator],-8%,.,10%,.
O=C(CNc1ccc(C(F)(F)F)cc1)Nc1cccc(S(=O)(=O)N2CCCC2)c1,.,-17%,.,-13%,?,-10%,23%,-17%,-19%[2.33 µM]
CC(=O)c1ccc(NC(=O)CSCCO)cc1,-20%,0%,-7%,1%,4%[58.9 µM],0%,6%,-14%,0%[12.7 µM]
C=CCSc1nnc(-c2nnc(SCC=C)n2CC)n1CC,16%,-5%,1%,5%,13%,8%,-7%,-8%,-31%[59 µM]
NC(=O)CC(NC(=O)c1ccccc1)c1ccc(NCCN2CCCCC2)c([N+](=O)[O-])c1 (stereo not given),20%,-10%[57.1 µM],5%,-13%,-18%,0%,40%,-5%,?
O=C(N/N=C/c1ccco1)c1cccc([N+](=O)[O-])c1,-13%,?,-2%,?,-16%,-14%,17%,?,1%[59 µM]
O=C(NNS(=O)(=O)c1ccc(F)cc1)c1ccc2c(c1)OCO2,1%,-2%,2%,-5%,24%,15%,38%,-3%,53%[activator]
Cc1nn2c(C)c(C(=O)NCC(C)c3ccccc3)cnc2c1-c1ccccc1 (stereo not given),5%,4%,-10%,-8%,4%,2%,.,-18%,27%[59 µM]
O=C(CCN1c2ccccc2Sc2ccccc21)Nc1ccccc1,-1%,?,-8%,-21%[11.4 µM],-1%,-17%,-5%,-2%,50µM*
O=C(NC1CCSC1=O)c1ccc(Oc2cccc(C(F)(F)F)c2)nc1 (stereo not given),24%,1%,-1%,4%[11.4 µM],5%,-6%,-4%,-24%,0%[59 µM]
CCN1CCN(c2nc3ccccc3nc2C(C#N)C(=O)OCc2ccccc2)CC1 (stereo not given),-7%,-35%,-7%,?,0%,-2%,1%,-19%,40µM*
COc1ccc2c(CNC3CCC(C)CC3)c(C(=O)O)n(Cc3ccccc3)c2c1 (stereo not given),27%,?,-2%,-16%,4%,-15%,.,-13%,-29%[59 µM]
CC1CCCCN1S(=O)(=O)c1ccc(C(=O)Nc2sccc2C(N)=O)cc1 (stereo not given),-9%,19%,-16%,-30%,-2%,-2%,-6%,?,2%[59 µM]
COc1ccc(/C=C2\SC(=NCc3ccccc3)NC2=O)cc1,?,-24%,-13%,-16%,26%,-7%,8%,-5%,17%[59 µM]

# Entries of single compounds from above. Order of values: POLB inh	BAZ2B block	BLM helicase inh	JMJD2A Tudor inh	Pol iota inh	POLK inh	APEX1 inh	Pol eta inh	G9a block
# `C=CCSc1nnc(-c2nnc(SCC=C)n2CC)n1CC` is listed as 16%	-5%	1%	5%	13%	8%	-7%	-8%	-31%[59 µM]
# `O=C(N/N=C/c1ccco1)c1cccc([N+](=O)[O-])c1` is listed as -13%	?	-2%	?	-16%	-14%	17%	?	1%[59 µM]
# `CC1CCCCN1S(=O)(=O)c1ccc(C(=O)Nc2sccc2C(N)=O)cc1` (stereo not given) is listed as -9%	19%	-16%	-30%	-2%	-2%	-6%	?	2%[59 µM]
# `O=C(CNc1ccc(C(F)(F)F)cc1)Nc1cccc(S(=O)(=O)N2CCCC2)c1` is listed as .	-17%	.	-13%	?	-10%	23%	-17%	-19%[2.33 µM]
# `NC(=O)CC(NC(=O)c1ccccc1)c1ccc(NCCN2CCCCC2)c([N+](=O)[O-])c1` (stereo not given) is listed as 20%	-10%[57.1 µM]	5%	-13%	-18%	0%	40%	-5%	?

# Later entries
Structure,POLB inh,BAZ2B block,BLM helicase inh,JMJD2A Tudor inh,Pol iota inh,POLK inh,APEX1 inh,Pol eta inh,G9a block
Cc1ccc(NC(=O)COC(=O)/C=C/c2ccccc2)cc1S(=O)(=O)N1CCOCC1,0%,-5%,-11%,-18%,23%,1%,-3%,-12%,-34%
O=C(CNC(=O)c1cccc(Br)c1)N/N=C/c1cc(Br)cc(Br)c1O,-17%,-12%,-4%,-7%,8%,-2%,-4%,-3%,10%
Cc1c(/C=N\NC(=O)c2csc3ccccc23)cnn1C,18%,-20%,1%,-12%,2%,-13%,-2%,0%,96%[activator][59 µM]
CCOc1ccc(NC(=O)c2cc(S(=O)(=O)N3CCc4ccccc43)ccc2F)cc1,20%,-5%,-8%,-9%,0%,-16%[60.1 µM],.,-17%,5%[59 µM]
CCc1c(C)sc(NC(=O)OC)c1C(=O)N1CCOCC1,51%,1%,-2%,-5%,8%[58.9 µM],-9%,-6%,0%,-47%[59 µM]
COc1cc(NC(=O)COC(=O)CSc2ccc3ccccc3c2)c(C)cc1[N+](=O)[O-],15%,?,-2%,-24%,?,-19%,-5%,-14%,-15%[59 µM]
O=C(N/N=C/c1ccccn1)c1cc([N+](=O)[O-])cc([N+](=O)[O-])c1,13%,50µM*,-4%,56µM*,-4%,-6%,6%,-14%,15%
CCN(CC(=O)Nc1c(F)cccc1F)C(=O)c1cccc(S(=O)(=O)N2CCCCCC2)c1,.,4%,.,-5%,-26%,-2%,7%,6%,26%[12.7 µM]
C/C(=N\Nc1nccnc1Cl)c1ccc(F)cc1,20%,-19%,-5%,7%,103%[activator],-3%,-11%,-14%,-5%[0.501 µM]
N#Cc1ccc(C23CC4CC(CC(C4)C2)C3)[nH]c1=O,38%,.,-1%,-9%,-2%,-2%,-10%,9%,11%[59 µM]
CC(=O)c1cccc(NC(=O)C2CCCN(S(C)(=O)=O)C2)c1 (stereo not given),11%,9%,0%,-13%,40%[activator],-10%,-7%,-14%,-3%
COc1ccc(CNC(=O)CCCN2C(=O)NC3(CCCC3)C2=O)cc1,.,-3%,.,2%,8%,2%,-1%,-8%,22%[12.7 µM]
Cc1ccc(SC(C)C(=O)NCCC2=CCCCC2)cc1 (stereo not given),-28%,32%,-3%,2%,164%[activator],-6%,2%,-16%,66%[activator][59 µM]
O=C(c1ccc(F)cc1)C1CCN(Cc2ccc(F)cc2)CC1,0%,3%,2%,-9%,58%[activator],0%,9%,-22%,1%
CCOC(=O)c1ccc(N2C(=O)CC(N(C)CCc3ccc(OC)c(OC)c3)C2=O)cc1 (stereo not given),2%,-1%,-2%,-7%,2%,6%,-10%,-2%,14µM*

# Next results:
Structure,POLB inh,BAZ2B block,BLM helicase inh,JMJD2A Tudor inh,Pol iota inh,POLK inh,APEX1 inh,Pol eta inh,G9a block
O=C(NCC1CCCO1)c1nn2c(C(F)(F)F)cc(-c3cc(Br)cs3)nc2c1Br (stereo not given),38%,-7%,-3%,-16%,11%,6%,1%,-3%,9%
COc1c(O)cc2c(c1O)C(=O)CC(c1ccccc1)O2 (stereo not given),49%,-10%,-3%,.,.,.,25µM*,.,20%[59 µM]
COc1ccc(CNC(=O)CCc2c(C)nn(-c3ccc(N4CCCCC4)nn3)c2C)c(OC)c1,0%,-31%,3%,89µM*,-8%,-12%,.,3%,16%[59 µM]
CN(c1ccc(OCC(=O)N2CCCCC2)cc1)S(=O)(=O)c1cccs1,16%,-3%,1%,-8%,-6%,6%,0%,-13%,-27%
COc1ccc(NS(=O)(=O)c2cc(NC(=O)CC(=O)c3ccc([N+](=O)[O-])cc3)ccc2C)cc1,4%,?,-13%,-7%,-8%,5%,18%,-11%,6%[59 µM]
CSCc1ccc(C(=O)N2CCCC(Nc3ccc4c(c3)OCCO4)C2)o1 (stereo not given),7%,-35%[57.1 µM],-1%,-23%,29%,-5%,-1%,6%,79µM*
O=C(CCCc1c[nH]c2ccccc12)NCc1ccc2c(c1)OCO2,9%,-7%,-4%,-11%[11.4 µM],0%,-6%,1%,-19%,-51%[59 µM]
O=C(NCc1ccco1)c1cc2ccc(O)cc2oc1=O,16µM*,56µM*,-2%,-26%,?,79µM*,?,6.3µM*,-26%[59 µM]
COC1=CC(=O)C(O)=C(CCCCCCC/C=C/CCCCCCCC2=C(O)C(=O)C=C(OC)C2=O)C1=O,.,.,.,45µM*,7.9µM*,20µM*,.,3.5µM*,.
Cc1ccc(-c2csc3ncn(CC#N)c(=O)c23)cc1,?,9%,-17%,-26%,17%,-10%[60.1 µM],2%,?,.
Cc1ccc(NC(=O)NCC(c2cccnc2)N2CCOCC2)cc1 (stereo not given),13%,-5%,-7%,-3%[57.1 µM],27%,-10%,0%,-8%,51%[activator][59 µM]
COc1ccc(N(C(=O)Cn2nnc(-c3ccc(Cl)cc3)n2)C(C(=O)NCC2CCCO2)c2ccc(C)cc2)cc1 (stereo not given),3%,13%,0%,-12%,9%,0%,0%,1%,23%[59 µM]
CCOc1ccc(/C=N/OCC(=O)Nc2cc(S(=O)(=O)N3CCOCC3)ccc2OC)cc1,.,.,.,-15%,-7%,-5%,.,8%,.
COc1cccc(N2CCN(C(=O)c3ccc(CS(=O)Cc4ccc(Cl)cc4)o3)CC2)c1 (stereo not given),22%,?,-9%,-33%,-12%,4%,-19%,-18%,2%
O=C(NCc1ccco1)c1cc2sccc2n1Cc1ccc(F)cc1,2%,?,-10%,-33%,5%,-11%,-4%,-22%,?

# Next results.
Structure,POLB inh,BAZ2B block,BLM helicase inh,JMJD2A Tudor inh,Pol iota inh,POLK inh,APEX1 inh,Pol eta inh,G9a block
CC1CCC(=NNC(=O)Cc2ccccc2)CC1 (stereo not given),17%,-2%[57.1 µM],-4%,-9%,0%,-7%,-1%,-5%,14%
COC(C[C@@H]1O[C@@H]1C(=O)COCc1ccccc1)OC,0%,-2%,-2%,-12%,-26%,-3%,-5%,-15%,34%[59 µM]
COC(=O)CC1=C(C(=O)OC)C(c2cccc(OCC(N)=O)c2)C(C#N)=C(N)O1 (stereo not given),57%,-2%,-5%,-11%,15%,-3%,26%,4%,4%[0.0925 µM]
O=C(NNC(=O)c1ccccc1O)c1cc2ccccc2o1,.,10%,.,-9%,?,-10%,15%,?,-41%[0.501 µM]

# These rows are one share of the data; rates above refer to the full screens.
